# Screening data (PubChem BioAssay)
# SARS 3CLpro inh: SARS-CoV 3CLpro protease inhibition | P0C6X7 | recombinant SARS-CoV 3CLpro, quenched FRET peptide cleavage | inhibition, % at 6 µM | 290,000 tested, 0.14% active | AID 1706; in the data active = inhibition above about 12%
# PriA SSB inh: K. pneumoniae PriA-SSBct interaction inhibition; AlphaScreen SSBct-PriA binding, biotinylated peptide; inhibition, % at 33 µM; 430,000 tested, 0.6% active; AID 1272365; in the data active = inhibition mostly above about 37%, no sharp cut-off; inactive = mostly below about 20%;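 also: plate controls were negative control peptide for no effect and reference peptide for full effect; strong numbers were not always called active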
# Mtb BioA inh: BioA (M. tuberculosis) enzyme inhibition | purified M. tuberculosis BioA enzyme, plate reader | AID 602481 | 360,000 tested, 0.096% active | inhibition, % at 9.99 µM; in the data active = inhibition above about 40%
# GDH-TPI inh: inhibits GDH-TPI coupling enzymes, artifact for Mtb FBA screen; GDH-TPI coupled enzyme counterscreen, NADH absorbance; inhibition, % at 4.8 µM; 360,000 tested, 1.2% active; in the data active = inhibition above about 30%;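 also: 0% = DMSO wells and 100% = wells lacking the enzyme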
# Mtb FBA inh: inhibits M. tuberculosis FBA enzyme; P9WQA3; purified M. tuberculosis FBA, fluorescence read-out; inhibition, % at 1 µM; 360,000 tested, 2.3% active; AID 588726; in the data active = inhibition above about 27%;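 also: 0% = vehicle and 100% = reference inhibitor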
# Target sequence (P9WQA3 whole entry, looked up): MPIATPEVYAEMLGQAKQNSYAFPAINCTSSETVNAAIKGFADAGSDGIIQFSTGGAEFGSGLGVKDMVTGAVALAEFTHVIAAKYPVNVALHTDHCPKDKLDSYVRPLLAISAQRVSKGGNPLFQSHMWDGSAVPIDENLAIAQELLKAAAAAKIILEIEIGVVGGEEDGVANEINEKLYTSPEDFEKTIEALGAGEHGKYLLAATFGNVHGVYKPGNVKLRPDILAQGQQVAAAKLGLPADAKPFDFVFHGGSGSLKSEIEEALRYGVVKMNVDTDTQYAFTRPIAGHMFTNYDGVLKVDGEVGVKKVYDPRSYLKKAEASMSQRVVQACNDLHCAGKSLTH
# BH1578 lux ind: induces V. cholerae light production without autoinducers; V. cholerae BH1578 lux reporter, luminescence, 6 h; activation, % at 18.7 µM; 350,000 tested, 0.16% active; AID 588436; in the data active = activation mostly above about 9.7%, no sharp cut-off; also: not every result past the cut was called active; inactives centre near 0; reference of the scale not given here
# VHR inh abs: DUSP3 (human) phosphatase inhibition; AID 1654; P51452; recombinant VHR phosphatase, pNPP absorbance; inhibition, % at 13.3 µM; 290,000 tested, 0.52% active; in the data active = inhibition above about 50%; also: some compounds called inactive have numbers as strong as hits
# Target sequence (P51452 whole entry, looked up): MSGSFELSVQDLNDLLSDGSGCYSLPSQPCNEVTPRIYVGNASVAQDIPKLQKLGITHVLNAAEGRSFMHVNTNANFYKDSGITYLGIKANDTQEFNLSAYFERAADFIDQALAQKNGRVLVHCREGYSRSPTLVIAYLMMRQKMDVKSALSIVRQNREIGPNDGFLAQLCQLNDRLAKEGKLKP
# Rv3671c protease: inhibits the M. tuberculosis serine protease Rv3671c; AID 2606; inhibition, % at 5.96 µM; 320,000 tested, 0.048% active; P9WHR9; in the data active = inhibition above about 38%;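 also: extracellular domain of Rv3671c used as enzyme; 0% = enzyme with DMSO and 100% = no enzyme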
# UGM FP inh: blocks M. tuberculosis UGM enzyme. P9WIQ1. purified UGM, fluorescence polarization probe displacement. inhibition, % at 10 µM. 320,000 tested, 0.06% active. AID 504406; in the data active = inhibition above about 10%, passing the limit was not always enough
# Target sequence (P9WIQ1 whole entry, looked up): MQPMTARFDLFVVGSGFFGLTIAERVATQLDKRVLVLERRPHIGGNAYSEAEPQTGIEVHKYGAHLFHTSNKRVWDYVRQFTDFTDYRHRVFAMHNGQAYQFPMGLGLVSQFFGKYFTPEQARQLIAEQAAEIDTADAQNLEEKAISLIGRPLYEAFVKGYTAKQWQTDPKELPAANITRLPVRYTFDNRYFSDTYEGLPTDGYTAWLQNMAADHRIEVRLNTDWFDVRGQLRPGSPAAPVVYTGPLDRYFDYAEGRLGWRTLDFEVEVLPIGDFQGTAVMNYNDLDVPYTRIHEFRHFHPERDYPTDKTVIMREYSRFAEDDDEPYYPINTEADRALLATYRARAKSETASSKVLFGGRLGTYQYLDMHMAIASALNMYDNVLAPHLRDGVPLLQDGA
# MazEF act: activators of E. coli MazEF toxin-antitoxin RNase; P0AE70; 350,000 tested, 0.32% active; FAM/BHQ RNA-DNA oligo cleavage fluorescence, 5 h; activation, % at 20 µM; AID 504720; in the data active = activation above about 50%
# Target sequence (P0AE70 whole entry, looked up): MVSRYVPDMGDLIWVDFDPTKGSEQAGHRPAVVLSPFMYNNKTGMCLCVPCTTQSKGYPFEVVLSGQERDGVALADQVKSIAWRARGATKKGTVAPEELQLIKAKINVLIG
# * hit, by the source's call; i = inactive; . = no result given.
# Preview (13 entries):
# Sequence of screens: SARS 3CLpro inh | PriA SSB inh | Mtb BioA inh | GDH-TPI inh | Mtb FBA inh | BH1578 lux ind | VHR inh abs | Rv3671c protease | UGM FP inh | MazEF act
1) COCCNC(=O)c1c(CSc2ccc(Cl)cc2)noc1C(=O)NCc1ccccc1
 : . | 3 | -0.2 | 2 | -1 | 5.9 | . | -24 | 1.3 | 1
2) CC(C)Cn1c(CN2CCN(C(=O)c3ccco3)CC2)nc2c1c(=O)n(C)c(=O)n2C
 : -4 | -1 | . | -2 | -2 | -0.3 | 15 | 1 | 1.6 | -6
3) Cc1cc(C(=O)OCC(=O)NCc2cccs2)c2ccccc2n1
 : 5 | -8 | . | 10 | 6 | -1.4 | 30 | -2 | -0.2 | 4
4) Cc1ccsc1C(=O)NNC(=O)c1ccc(NS(=O)(=O)c2cccs2)cc1
 : . | 2 | 0.9 | 8 | 1 | i | . | 4 | -1.4 | 6
5) Cc1cc(C)cc(N(C(C)C(=O)N2CCCC2)S(C)(=O)=O)c1 (centres undefined)
 : 7 | 5 | -3.0 | 3 | 0 | i | 1 | 3 | 2.3 | -18
6) CCc1ccc(NC(=O)C2CCN(S(=O)(=O)c3cnc[nH]3)CC2)cc1
 : 4 | -11 | 0.0 | 3 | 0 | -0.3 | 24 | -3 | -0.6 | 6
7) COc1ccc(OCC(=O)NNC(=O)c2nn(C)c(=O)c3ccccc23)cc1
 : 3 | -16 | -1.2 | 0 | 1 | -0.4 | -7 | -4 | 0.0 | 3
8) CCCN(Cc1ccccc1)S(=O)(=O)c1ccc(N2C(=O)CCC2=O)cc1
 : -1 | -6 | 1.3 | -1 | 0 | -0.2 | 1 | 4 | -0.8 | -3
9) O=C(COc1ccc(-n2cnnn2)cc1)Nc1ccccc1Cl
 : 2 | -7 | -1.3 | 0 | -1 | -2.2 | 21 | -9 | 1.2 | 0
10) CCOC(=O)C1CCN(C(=O)Cn2nc(C)n3c(cc4cc(C)ccc43)c2=O)CC1
 : 6 | -5 | -1.9 | 5 | 5 | -13 | -2 | -6 | -0.8 | 5
11) CCOc1ccc(N2C(=O)CC(NCC3CCCO3)C2=O)cc1 (centres undefined)
 : 7 | 17 | -0.4 | 4 | 3 | -0.2 | 29 | 9 | 2.4 | -3
12) CCC(C)C(NC(=O)C(C)NC(=O)CNC(=O)CNC(=O)OCc1ccccc1)C(=O)OC (centres undefined)
 : -3 | 3 | 0.0 | -4 | -3 | . | 22 | -10 | -1.6 | -1
13) O=C(NCc1ccco1)c1sc2cc(F)ccc2c1Cl
 : -5 | -7 | 4.6 | -2 | 1 | i | 3 | 2 | -0.8 | 0

# Main list, from the first entry:
# Sequence of screens: SARS 3CLpro inh | PriA SSB inh | Mtb BioA inh | GDH-TPI inh | Mtb FBA inh | BH1578 lux ind | VHR inh abs | Rv3671c protease | UGM FP inh | MazEF act
1) COCCNC(=O)c1c(CSc2ccc(Cl)cc2)noc1C(=O)NCc1ccccc1
 : . | 3 | -0.2 | 2 | -1 | 5.9 | . | -24 | 1.3 | 1
2) CC(C)Cn1c(CN2CCN(C(=O)c3ccco3)CC2)nc2c1c(=O)n(C)c(=O)n2C
 : -4 | -1 | . | -2 | -2 | -0.3 | 15 | 1 | 1.6 | -6
3) Cc1cc(C(=O)OCC(=O)NCc2cccs2)c2ccccc2n1
 : 5 | -8 | . | 10 | 6 | -1.4 | 30 | -2 | -0.2 | 4
4) Cc1ccsc1C(=O)NNC(=O)c1ccc(NS(=O)(=O)c2cccs2)cc1
 : . | 2 | 0.9 | 8 | 1 | i | . | 4 | -1.4 | 6
5) Cc1cc(C)cc(N(C(C)C(=O)N2CCCC2)S(C)(=O)=O)c1 (centres undefined)
 : 7 | 5 | -3.0 | 3 | 0 | i | 1 | 3 | 2.3 | -18
6) CCc1ccc(NC(=O)C2CCN(S(=O)(=O)c3cnc[nH]3)CC2)cc1
 : 4 | -11 | 0.0 | 3 | 0 | -0.3 | 24 | -3 | -0.6 | 6
7) COc1ccc(OCC(=O)NNC(=O)c2nn(C)c(=O)c3ccccc23)cc1
 : 3 | -16 | -1.2 | 0 | 1 | -0.4 | -7 | -4 | 0.0 | 3
8) CCCN(Cc1ccccc1)S(=O)(=O)c1ccc(N2C(=O)CCC2=O)cc1
 : -1 | -6 | 1.3 | -1 | 0 | -0.2 | 1 | 4 | -0.8 | -3
9) O=C(COc1ccc(-n2cnnn2)cc1)Nc1ccccc1Cl
 : 2 | -7 | -1.3 | 0 | -1 | -2.2 | 21 | -9 | 1.2 | 0
10) CCOC(=O)C1CCN(C(=O)Cn2nc(C)n3c(cc4cc(C)ccc43)c2=O)CC1
 : 6 | -5 | -1.9 | 5 | 5 | -13 | -2 | -6 | -0.8 | 5
11) CCOc1ccc(N2C(=O)CC(NCC3CCCO3)C2=O)cc1 (centres undefined)
 : 7 | 17 | -0.4 | 4 | 3 | -0.2 | 29 | 9 | 2.4 | -3
12) CCC(C)C(NC(=O)C(C)NC(=O)CNC(=O)CNC(=O)OCc1ccccc1)C(=O)OC (centres undefined)
 : -3 | 3 | 0.0 | -4 | -3 | . | 22 | -10 | -1.6 | -1
13) O=C(NCc1ccco1)c1sc2cc(F)ccc2c1Cl
 : -5 | -7 | 4.6 | -2 | 1 | i | 3 | 2 | -0.8 | 0
14) Cc1ccc(S(=O)(=O)N(CC(=O)NCc2ccco2)c2ccccc2C)cc1
 : -2 | 6 | 0.0 | 10 | 3 | i | 18 | 1 | 1.2 | 12
15) Cc1cnc(C(=O)NCc2ccc(Cl)cc2Cl)cn1
 : -3 | 0 | . | 9 | 1 | -1.0 | 9 | 8 | -2.5 | -3
16) CC(=O)Nc1ccc(C2=NNC(=NCC3CCCO3)SC2)cc1 (centres undefined)
 : 1 | -11 | -5.3 | 10 | 6 | i | 35 | 2 | 1.0 | 7
17) CN(CCC#N)C(=O)COC(=O)c1ccc2[nH]c3c(c2c1)CCCC3
 : 0 | -1 | . | 1 | 1 | 0.6 | 29 | 0 | -1.2 | -7
18) CCC1(CC)NC(=O)N(CC(=O)OCC(=O)Nc2sccc2C#N)C1=O
 : 3 | -3 | . | 3 | -2 | -0.3 | 30 | -6 | -3.3 | -6
19) Clc1ccc2c(N3CCOCC3)ccnc2c1
 : -4 | -11 | -1.2 | 10 | 0 | -0.5 | 15 | -3 | -0.4 | 8
20) CC(C)Cn1cc(C(=O)NCC2CCCO2)c2c3ccccc3n(C)c2c1=O (centres undefined)
 : 1 | 2 | 0.2 | 5 | 26 | i | -4 | 3 | 3.7 | 3
21) CCOc1ccc(CC(C(N)=O)C(N)=O)cc1
 : 2 | 1 | -0.7 | -5 | -1 | i | 13 | 5 | -2.3 | -1
22) Cc1ccc(NC(=O)[C@H](Cc2c[nH]c3ccccc23)NC(=O)[C@@H]2Cc3ccccc3CN2)c(C)c1
 : -1 | 25 | -1.7 | -2 | -1 | -0.4 | 16 | -3 | -0.4 | -2
23) CN(c1ccccc1)S(=O)(=O)c1nnc(NC(=O)COc2ccccc2F)s1
 : 9 | -6 | -0.3 | 3 | 12 | -0.6 | 18 | -13 | -0.9 | 2
24) O=C(CN1CCC(c2nc3ccccc3[nH]2)CC1)NCc1ccc2c(c1)OCO2
 : 2 | -1 | 3.9 | 8 | 4 | -0.4 | 10 | 0 | 2.6 | 6
25) Cn1c(N)c(C(=O)COC(=O)CCC(=O)c2cccs2)c(=O)n(C)c1=O
 : 0 | -13 | 0.9 | -8 | 1 | i | 22 | 9 | 0.8 | -4
26) O=C(Nc1ccnn1C1CCN(Cc2ccc(CO)o2)CC1)c1ccccc1Cl
 : -2 | 2 | 0.0 | -4 | 2 | 2.7 | 15 | 4 | 4.6 | 4
27) COc1ccc(CCN2C(=O)C(O)=C(C(=O)c3ccco3)C2c2cccs2)cc1OC (centres undefined)
 : 0 | -3 | 0.8 | 22 | 4 | i | 14 | 3 | 0.0 | -2
28) Cc1ccc(S(=O)(=O)NCC2CCCO2)cc1[N+](=O)[O-] (centres undefined)
 : 0 | -7 | -1.4 | 5 | -1 | -0.7 | -2 | 5 | 0.0 | -4
29) COc1cccc(CNC(=O)COC(=O)/C=C/c2ccc(SC)cc2)c1
 : . | -2 | -5.2 | 14 | 37* | -2.0 | . | -15 | -2.5 | 1
30) Cc1cc(C)n(-c2ccc(Cl)c(Cl)c2)n1
 : 1 | 8 | -1.5 | 12 | 2 | i | 11 | -12 | 0.3 | 3
31) O=C(c1cc(-c2cccc(Cl)c2)nc2ccccc12)N1CCCC1
 : 8 | -11 | -0.1 | 4 | 0 | i | 19 | 2 | 2.8 | 3
32) Cc1cc(C)cc(NS(=O)(=O)c2ccc3[nH]c(=O)ccc3c2)c1
 : 0 | -1 | -0.4 | 23 | 1 | i | 14 | . | 3.1 | -2
33) N#C/C(=C\c1ccccc1C(=O)O)c1nc2ccccc2[nH]1
 : -6 | 2 | -1.5 | 7 | 7 | i | 12 | 4 | 0.9 | -11
34) CC(C)OC(=O)/C(C#N)=C\c1cccnc1
 : -4 | -12 | . | -11 | -8 | -0.1 | 20 | 6 | -1.9 | 0
35) O=C(O)CCC(=O)Nc1nc2ccccc2s1
 : 3 | 3 | 4.9 | 12 | -2 | -0.4 | -7 | 0 | 0.1 | -3
36) Cc1ccc(NC(=O)COC(=O)CSCC(=O)Nc2cc(C)on2)c(C)c1
 : . | -4 | 0.3 | 1 | -2 | -1.2 | . | 0 | -1.6 | 1
37) COc1cccc(/C=C/C(=O)OCC(=O)Nc2ccc(Cl)c(S(=O)(=O)N(C)C)c2)c1
 : -2 | 4 | . | -1 | 9 | i | 20 | -37 | 0.8 | 1
38) O=C(COC(=O)c1ccccc1Oc1ccccc1)NCc1ccco1
 : -1 | 0 | -0.8 | 9 | 4 | i | 13 | -1 | 0.1 | -7
39) Cc1c(/C=N/NC(=O)c2ccc(O)cc2)c2ccccn2c1C(=O)c1ccc(F)cc1
 : 0 | . | . | 32* | -3 | 0.0 | -6 | -4 | 0.2 | 6
40) O=C(Cn1nc(-c2cccc(Cl)c2)ccc1=O)Nc1ccc(C(=O)NC2CC2)cc1
 : 5 | -7 | 0.2 | -6 | 0 | i | 16 | -5 | -1.7 | 7
41) CCOC(=O)CNC(=S)N(Cc1cccs1)C1CCCCC1
 : 0 | -24 | . | -5 | 0 | -0.6 | 4 | 3 | 1.2 | 2
42) CCc1ccccc1NC(=O)CN(c1ccc(OC)cc1OC)S(=O)(=O)c1ccccc1
 : -1 | -2 | 0.4 | -2 | 0 | i | 1 | -5 | -2.8 | 2
43) Cc1c(C(=O)Oc2ccc(F)cc2)sc2ncn(Cc3cccc(F)c3)c(=O)c12
 : 2 | -8 | -0.9 | -5 | -6 | i | -2 | -2 | 0.2 | -46
44) Cc1ccccc1C=Nc1ccccc1C(N)=O
 : 3 | 0 | -1.4 | 8 | 50* | 0.9 | 14 | 1 | 2.3 | -4
45) NNc1nc(-c2ccccc2)c2ccccc2n1
 : 5 | 1 | . | 13 | 0 | -0.3 | 15 | 0 | -1.8 | 3
46) Cc1cc(C)cc(NC(=O)Nc2ccc(NC(=O)c3ccccc3O)cc2)c1
 : 0 | -9 | -1.1 | 16 | 1 | -0.5 | 2 | -6 | -0.2 | 6
47) COCc1nc2ccccc2n1Cc1ccccc1
 : -2 | -10 | 3.4 | -4 | 3 | i | 13 | -6 | -1.2 | 4
48) CC(=O)Nc1cc2c3ccccc3n(C)c2cc1[N+](=O)[O-]
 : . | -5 | 2.1 | 15 | -2 | -2.0 | . | . | . | 5
49) O=C(c1cccc([N+](=O)[O-])c1)N1CCN(S(=O)(=O)/C=C/c2ccccc2)CC1
 : . | -8 | 0.0 | 0 | -1 | -0.3 | . | -8 | 2.4 | 5

# The list is partial (hit frequency here may not be typical).
